From PubChem BioAssay
TRPC4 PAM: positive allosteric modulators of TRPC4, primary screen, cell-based, mouse TRPC4beta, HEK293 mu-opioid, Fluo-4 calcium; Short transient receptor potential channel 4 (Mus musculus), Q9QUQ5; DAMGO EC20, Fluo-4 Ca2+ flux; stronger effect = higher value; B-score at 10 µM; hit rate 0.42% among 310,000;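 active means B-score of calcium response area above 5 SD of library B-scores, with initial fluorescence ratio within 5 SD of library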;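 further: B-score of integrated fluorescence ratio over time as area under calcium response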
HDAC3 inh: HDAC3 deacetylase inhibitors, primary screen, biochemical, fluorescence, cell-free homogeneous; hit rate 0.15% among 320,000; inhibition, % at 8.3 µM; recombinant HDAC3, fluorogenic peptide/trypsin coupled; Histone deacetylase 3 (Homo sapiens), O15379; in the data active means inhibition above about 26%, passing the limit was not always enough; inconclusive means no clear call, values can overlap the other calls
KCNQ1 act: potentiators or activators of KCNQ1 channel, primary screen, cell-based, thallium flux, high-throughput; Potassium voltage-gated channel subfamily KQT member 1 (Homo sapiens), P51787; AID 2648, 2010; B-score at 10 µM; CHO-K1 KCNQ1, thallium flux FluxOR fluorescence; stronger effect = higher value; hit rate 0.35% among 310,000;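 active means fluorescence ratio B-score, a plate-corrected score, at least three library SD, with initial intensity B-score within 5 SD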
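System: CHO-K1 cells stably expressing KCNQ1 / Medium: assay buffer for compound exposure, DMSO matched across wells / Reagent: thallium- and potassium-containing depolarizing buffer / Compound: one concentration, matched DMSO / Incubation: 20 min compound pretreatment at room temperature / Measured by: kinetic FluxOR fluorescence, 10 s baseline plus 110 s post-stimulus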
Dyrk1A ADPGlo: rat Dyrk1A kinase inhibitors, primary screen, biochemical, single point, plate reader; AID 504441, 2011; hit rate 0.43% among 310,000; inhibition, % at 12.5 µM; ADP-Glo luminescence, NFATc1 peptide; Dual specificity tyrosine-phosphorylation-regulated kinase 1A (Rattus norvegicus), Q63470; in the data active means inhibition above about 50%;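 further: plate controls were vehicle with enzyme for no effect and no enzyme for full effect; many of its hits are not listed in these tables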
KCNQ1 inh: inhibitors of human KCNQ1 channel, primary screen, cell-based, thallium flux, high-throughput; Potassium voltage-gated channel subfamily KQT member 1 (Homo sapiens), P51787; hit rate 1.3% among 310,000; B-score at 10 µM; CHO-K1 KCNQ1, FluxOR thallium flux fluorescence; stronger effect = higher value;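 active means compounds whose thallium flux B-score, printed positive for inhibition, exceeds three library SD while starting fluorescence stays within three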;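 further: channel opened by potassium depolarization with thallium stimulus after 20 min compound exposure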
TMEM16A act: TMEM16A chloride channel activators or potentiators, primary screen, cell-based, HTS. Anoctamin-1 (Mus musculus), Q8BHY3. hit rate 0.3% among 340,000. B-score at 10 µM. HEK293 TMEM16A/YFP-H148Q/I152L, iodide quench fluorescence; stronger effect = lower value;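 active means fluorescence-ratio B-score plate-corrected deviation score at least 3 library SD below zero, with starting fluorescence score within 5 deviations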;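 further: channel opened by trigger with iodide after compound preincubation; score built on the fluorescence ratio of max minus min over baseline; more negative score means more quench and so TMEM16A activation or potentiation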
Target sequence (Q8BHY3 whole entry, looked up): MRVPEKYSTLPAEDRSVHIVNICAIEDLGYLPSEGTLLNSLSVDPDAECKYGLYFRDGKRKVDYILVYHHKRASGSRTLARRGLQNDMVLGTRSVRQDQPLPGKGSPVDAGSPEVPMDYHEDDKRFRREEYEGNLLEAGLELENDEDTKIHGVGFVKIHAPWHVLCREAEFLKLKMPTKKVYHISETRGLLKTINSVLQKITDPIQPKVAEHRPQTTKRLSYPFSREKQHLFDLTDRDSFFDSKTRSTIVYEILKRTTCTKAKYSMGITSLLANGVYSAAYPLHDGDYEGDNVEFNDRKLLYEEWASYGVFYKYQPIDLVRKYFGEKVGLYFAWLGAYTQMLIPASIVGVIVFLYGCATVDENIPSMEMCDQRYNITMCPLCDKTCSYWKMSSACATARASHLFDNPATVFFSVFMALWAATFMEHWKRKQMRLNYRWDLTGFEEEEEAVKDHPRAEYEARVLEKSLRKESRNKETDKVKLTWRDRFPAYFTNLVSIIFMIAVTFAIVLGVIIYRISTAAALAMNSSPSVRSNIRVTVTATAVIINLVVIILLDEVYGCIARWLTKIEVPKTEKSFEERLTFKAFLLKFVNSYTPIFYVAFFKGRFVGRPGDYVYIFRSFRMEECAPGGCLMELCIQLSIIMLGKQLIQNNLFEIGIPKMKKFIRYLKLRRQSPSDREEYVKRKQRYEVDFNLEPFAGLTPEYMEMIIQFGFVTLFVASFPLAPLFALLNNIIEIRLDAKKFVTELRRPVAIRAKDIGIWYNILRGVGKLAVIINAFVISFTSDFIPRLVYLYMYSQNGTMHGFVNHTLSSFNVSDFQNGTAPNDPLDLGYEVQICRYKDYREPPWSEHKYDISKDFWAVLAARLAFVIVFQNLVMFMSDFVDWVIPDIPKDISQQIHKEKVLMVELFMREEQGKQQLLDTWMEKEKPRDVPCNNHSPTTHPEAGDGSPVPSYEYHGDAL
hERG rescue: hERG rescue from dofetilide block, primary screen, cell-based, CHO-hERG, FluxOR thallium flux, dofetilide IC70. Voltage-gated inwardly rectifying potassium channel KCNH2 (Homo sapiens), Q12809. dofetilide IC70 present. activation (rescue from dofetilide block), less the hit threshold, % at 10 µM. hit rate 0.51% among 310,000. AID 1511, 2009;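 active means activation above the mean of controls blocked by dofetilide plus 5 SD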;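 further: thallium influx through hERG after potassium depolarization seen as dye fluorescence rise; in these data hits start at about 4.7%; inactives centre near -7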
ANO1 block: TMEM16A chloride channel inhibitors, primary screen, cell-based, HTS | HEK293 TMEM16A/YFP iodide influx fluorescence, ionomycin | normalized B-score (activity score, 25-100; higher = stronger inhibition) at 10 µM | hit rate 1.2% among 310,000 | AID 588511, 2011;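 active means ratio plate-corrected score three or more library SD toward inhibition, starting fluorescence score within five deviations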;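 further: score derived from kinetic fluorescence span divided by baseline fluorescence per well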
KCNK9 block: KCNK9 potassium channel inhibitors, primary screen, HEK293 cells, thallium flux; Potassium channel subfamily K member 9 (Homo sapiens), Q9NPC2; FluxOR thallium flux fluorescence; stronger effect = lower value; B-score at 10 µM; hit rate 1.2% among 310,000; AID 488922, 2010;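 active means ratio B-score over 3 SD below the library mean, with starting fluorescence within 5 SD of its mean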;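 further: negative B-score means less thallium flux so channel inhibition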
KCNK3 block: human KCNK3 channel inhibitors, primary screen, CHO cells, FluxOR thallium flux, B-score. Potassium channel subfamily K member 3 (Homo sapiens), O14649. FluxOR fluorescence; stronger effect = lower value. B-score at 10 µM. hit rate 0.84% among 340,000. AID 602410, 2012;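 active means B-score under library mean minus 4 SD, starting fluorescence ratio at most library mean plus 5 SD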;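 further: more negative B-score means stronger inhibition of thallium flux through KCNK3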
TRPC4 agonist: activators of mouse TRPC4 channel, primary screen, Fluo4 calcium, HEK293 TRPC4beta/mu-opioid cells. Short transient receptor potential channel 4 (Mus musculus), Q9QUQ5. Fluo4 calcium fluorescence; stronger effect = higher value. B-score at 10 µM. hit rate 0.49% among 310,000. AID 2237, 2010;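 active means B-score above 5 SD of library B-scores, and initial fluorescence ratio not above library mean plus 5 SD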;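 further: positive B-score marks a calcium rise read as TRPC4 activation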
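Material: HEK293 stable line with TRPC4beta plus mu-opioid receptor; technique: Fluo4 calcium-sensitive dye fluorescence, kinetic, 1 Hz baseline; timing: Fluo4 dye loading 45 min at room temperature, 110 s recording; controls: assay buffer as low control, maximal DAMGO as high control; read-out: integrated baseline-normalised fluorescence ratio, converted to per-well B score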
Numbers without * were called inactive; i = inactive; ? = inconclusive; / = not tested or not shown. This is a subset; rates above refer to the full screens.

molecule | TRPC4 PAM | HDAC3 inh | KCNQ1 act | Dyrk1A ADPGlo | KCNQ1 inh | TMEM16A act | hERG rescue | ANO1 block | KCNK9 block | KCNK3 block | TRPC4 agonist
CN(c1ccc(Cl)cc1)S(=O)(=O)c1nnc(NC(=O)C(C)(C)C)s1 | i | 8 | i | -1 | i | i | -8 | i | i | i | i
COc1cc(OC)c(OC)cc1/C=C1\Oc2cc(OCC(=O)N3Cc4ccccc4C[C@H]3C(=O)O)ccc2C1=O | i | 10 | i | -1 | i | i | -20 | i | i | i | i
Cc1ccc(NC(=O)c2cccnc2)cc1C | i | 5 | i | 4 | i | i | -7 | i | i | i | i
CCCCN(CC)C(=O)c1n[nH]c(=O)c2ccccc12 | i | -5 | i | -1 | i | i | -11 | i | i | i | i
Cc1c(Cc2ccc3c(c2)OCO3)sc(NC(=O)C(C)(C)C)c1C#N | i | 5 | i | 2 | i | i | -5 | i | -7.6* | i | i
O=C(CSc1nc2ccccc2c(=O)n1-c1ccccc1)N1CCc2ccccc21 | i | -2 | i | -6 | i | i | -12 | i | i | i | i
O=S(=O)(c1cccc(NC(=S)Nc2ccc(Br)cc2Cl)c1)N1CCOCC1 | i | 1 | i | 9 | 9* | i | -10 | i | i | i | i
COc1cc(OC)cc(N(C(=O)C2COc3ccccc3O2)C(C(=O)NC2CCCCC2)c2ccc(O)cc2)c1 (centres undefined) | i | 11 | i | 1 | i | i | -8 | i | i | i | i
CN(C(=O)Cc1c(C(=O)O)n(C)c2ccccc12)c1cccc(C(F)(F)F)c1 | i | -3 | i | 5 | i | i | -2 | i | i | i | i
CC12CCC(C(=O)NNC(=O)c3ccccc3)(OC1=O)C2(C)C (centres undefined) | i | -7 | i | -1 | i | i | -5 | i | i | i | i
CCOc1ccc(CNC(=O)CCS(=O)(=O)Cc2ccccc2C)cc1OC | i | -12 | i | 8 | i | i | -2 | i | i | i | i
COc1ccc(NC(=O)CCCC(=O)NCCc2ccc(OC)c(OC)c2)cc1 | i | -6 | i | 3 | i | i | -13 | i | i | i | i
Cc1c(NC(=S)NC(=O)c2ccco2)c(=O)n(-c2ccccc2)n1C | i | 6 | i | -8 | i | i | 0 | i | i | i | i
CCN(CC(=O)NC1CCS(=O)(=O)C1)S(=O)(=O)c1ccc(C)cc1C (centres undefined) | i | 11 | i | -3 | i | i | -9 | i | i | i | i
O=C(CNC(=O)c1cccc(Cl)c1)N/N=C/c1cccnc1 | i | 0 | i | / | i | i | -5 | i | i | i | i
Cc1ccccc1N(CC(=O)N/N=C/c1ccc(F)cc1)C(=O)c1ccccc1 | i | 9 | i | -4 | i | i | -20 | i | i | i | 91*
COC(=O)c1ccc(NC(=O)c2ccc(C)cc2)o1 | i | 4 | i | 6 | i | i | -9 | i | i | i | i
COc1ccc(Cn2c(-c3ccc(Cl)cc3)c[n+]3ccccc23)cc1 | i | 6 | i | -5 | i | i | -28 | i | i | i | i
Cc1ccc(NC(=S)NNC(=O)CSc2nc3ccccc3c(=O)n2-c2ccc(C)cc2)cc1 | i | 0 | i | -1 | i | i | -6 | i | i | i | i
CCOc1ccc(NCc2nnc(SCC(=O)Nc3cc(C)on3)n2-c2ccc(OC)cc2)cc1 | i | -12 | i | -3 | i | i | -7 | i | i | i | i
Cc1ccc2nc(-c3ccccc3)cn2c1 | i | -21 | i | 35 | i | i | -7 | i | i | i | i
CN1CCC(=NNC(=O)C(=O)Nc2ccc(F)cc2)CC1 | i | -1 | i | 7 | i | i | -6 | i | i | i | i
CCC(CC)C(=O)Nc1cc(C(=O)NCCc2ccccc2)ccc1Cl | i | 10 | i | -6 | i | i | -6 | i | i | i | i
CCOC(=O)c1cc2c(ccn2C)n1CC(=O)N1CCC(Cc2ccccc2)CC1 | i | ? | i | 7 | i | i | -9 | i | i | i | i
Cc1cc(C)n(-c2ccc(C(=O)Nc3nnc(C4CC4)s3)cc2)n1 | i | 2 | i | -4 | i | i | -1 | i | i | i | i
COc1ccc(C(C(=O)NCC2CCCO2)N(C(=O)CNC(=O)c2cccs2)c2ccc(NC(C)=O)cc2)cc1OC (centres undefined) | i | -6 | i | -7 | i | i | -5 | i | i | i | i
COc1ccc(-n2c(=O)[nH]cc(C(=O)Nc3ccc4c(c3)OCCO4)c2=O)cc1OC | i | -3 | i | 0 | i | i | -4 | i | i | i | i
CCOc1ccc(S(=O)(=O)Nc2ccccn2)c2ccccc12 | i | -12 | i | -6 | i | i | -3 | i | i | i | i
Cc1ccc2nc(SCC(=O)c3ccc4c(c3)NC(=O)CO4)[nH]c2c1 | i | 7 | i | / | i | i | -11 | i | i | i | i
CCCN(CCC)CCCNS(=O)(=O)c1ccc2c(c1)oc(=O)n2C | i | -3 | i | -4 | i | i | -4 | i | i | i | 56*
COc1cccc(NC(=O)COc2ccc(C)cc2)c1 | / | 12 | / | 2 | / | i | / | i | / | i | /
O=S(=O)(NCc1cccnc1)c1cccs1 | i | -4 | i | -2 | i | i | 0 | i | i | i | i
Cc1c(Cl)cccc1NC(=O)Cn1c(CCC(=O)O)ccc1-c1ccc(Cl)cc1 | i | -1 | i | 2 | i | i | -5 | i | i | i | i
O=C(Cc1cccc2ccccc12)Nc1ccc(-c2cc3ccccc3oc2=O)cc1 | i | -4 | i | -8 | i | i | -6 | i | i | i | i
COc1ccc(SN=C2C(C)=CC(=O)C=C2C)cc1 | i | -8 | i | 2 | i | i | -2 | i | i | i | i
Cc1nc2ccccc2cc1OCc1ccc(F)cc1 | i | 10 | i | -4 | 11* | i | -16 | 25* | i | -11* | i
CCN(CCC(=O)Nc1ccc(Br)c(C)c1)Cc1ccccc1 | i | 1 | i | 7 | 8* | i | -8 | i | i | i | i
Nc1n[nH]c(=S)n1-c1ccc(Cl)cc1 | i | 11 | i | 5 | i | i | -7 | i | i | i | i
CCOC(=O)c1ccc(N=Cc2c(O)c3ccccc3oc2=O)cc1 | i | 7 | i | -1 | i | i | -4 | i | i | i | i
CC1CCN(C2(O)C(=O)Nc3ccc(Cl)cc32)CC1 (centres undefined) | i | -5 | i | -4 | i | i | -7 | i | i | i | i
O=C(NCC(c1ccco1)N1CCc2ccccc2C1)C(=O)Nc1cc(F)ccc1F (centres undefined) | i | -2 | i | -1 | i | i | -12 | i | i | i | i
Cc1ccc(-c2cc(C)nc3nc(N)nn23)cc1 | i | -39 | i | 5 | i | i | -7 | i | i | i | i
COc1ccc(C(=O)Nc2nc3ccc(S(C)(=O)=O)cc3s2)cc1 | i | -5 | i | 7 | i | i | -1 | i | i | i | i
CCOc1ccc(-c2nc(N)ncc2-c2ccc(Cl)cc2)c(O)c1 | i | -2 | i | -2 | i | i | -8 | i | i | i | i
CCOc1ccc(-c2nnc(-c3cccs3)o2)cc1 | i | -87 | i | -3 | i | i | -6 | i | i | i | i
COc1cc(C)ccc1OCCOCCOc1ccc([N+](=O)[O-])cc1 | i | 6 | i | -3 | i | i | -3 | i | i | i | i
COc1ccc(S(=O)(=O)NCCc2ccccc2)cc1OC | i | ? | i | 1 | i | i | -7 | i | i | i | i
CCOC(=O)c1sc(SC)c2c1CCC/C2=N/OC | i | -2 | i | 0 | i | i | -9 | i | i | i | i
CCCc1cc2c(cc1NC(=O)c1ccc(C)cc1)OCO2 | i | -1 | i | 3 | i | i | -6 | i | i | i | i
O=C(COc1ccc2ccccc2c1)N1CCNCC1 | i | 3 | i | -15 | i | i | -5 | i | i | i | i
Cc1nnc(NC(=O)Cn2cnc3c2c(=O)n(C)c(=O)n3C)s1 | i | 3 | i | 10 | i | i | -6 | i | i | i | i
CCc1ccc(NC(=O)C(=O)NNC(=O)c2ccc(OC)cc2)cc1 | i | 0 | 77* | -3 | i | i | 36* | i | i | i | i
CCOC(=O)c1sc(N2C(=O)C(O)=C(C(=O)c3ccco3)C2c2ccc([N+](=O)[O-])cc2)nc1C (centres undefined) | i | 4 | i | -14 | i | i | -12 | i | i | i | i
O=C(NC(=S)NCC1CCCO1)C(c1ccccc1)c1ccccc1 (centres undefined) | i | 10 | i | -6 | i | i | -1 | i | i | i | i
Cc1ccc(-c2nnc(SCC(=O)NC3CCS(=O)(=O)C3)nc2-c2ccc(C)cc2)cc1 (centres undefined) | i | -12 | i | -4 | i | i | -3 | i | i | i | i
CCOC(=O)N1CCC(Nc2c(NCCCOC)c(=O)c2=O)CC1 | i | 11 | i | -2 | i | i | -10 | i | i | i | i
Cc1c(C#N)c(N=CN(C)C)c(C(=O)c2ccccc2)n1-c1ccccc1 | i | 3 | i | / | i | i | -5 | i | i | i | i
COc1ccc(S(=O)(=O)NNC(=O)Nc2ccc(F)cc2)cc1 | i | -9 | i | / | i | i | -4 | i | i | i | i
O=C(NCc1ccc(N2CCCC2=O)cc1)NC1CCCCC1 | i | 2 | i | 4 | i | i | -1 | i | i | i | i
S=C(NCCc1ccccc1)N1CCN(C(c2ccccc2)c2ccccc2)CC1 | i | 9 | i | -1 | i | i | -10 | i | i | i | i
Nc1c(-c2ccccc2)c(CSc2nc3ccccc3[nH]2)nn1-c1cccc(Cl)c1 | i | -1 | i | -1 | i | i | -6 | i | -13* | i | i
Cc1cc(NC(=O)C2CCCCC2C(=O)O)ccc1NC(=O)c1ccccc1 (centres undefined) | i | -2 | i | 1 | i | i | -10 | i | i | i | i
Cc1cccc(C(=O)Nc2ccc(C(=O)N/N=C/c3cccc(C)n3)cc2)c1 | i | -7 | i | 9 | i | i | -5 | i | i | i | i
